PI4K2A inh: PI4K2A (human) kinase inhibition; actives 0.13% (n = 420,000); purified PI4K2A, ADP-Glo luminescence, 1 h; stronger effect = lower value; activity change, negative = inhibition, % at 76.9 µM; in the data active = activity change below about -50%; inconclusive = mostly about -30% to -49%;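 also: -100% = wells without enzyme as full effect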
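Compounds are screened against recombinant PI4K2A using PI as substrate and ATP, the latter dispensed at 300 microM. Reactions run one hour at ambient temperature before ADP-Glo detection; full inhibition defined by wells lacking enzyme.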
PGK inhibitor: inhibitors of T. brucei phosphoglycerate kinase. P07378. PGK/GAPDH coupled, Kinase-Glo luminescence, 60 min. Potency, µM (highest dose often 57.5 µM), for the others: at the highest dose activity change, negative = inhibition, actives largely listed as inhibitors. actives 0.043% (n = 380,000). AID 602233; also: potency is read from the fitted curve at half-maximal effect; % is scaled to controls: 0 for no effect and ±100 for the full control effect; nearly all actives have a fitted effect of over 60% in size
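Luminescent ATP detection (Kinase-Glo Plus) follows a 60-minute room-temperature incubation, with wells lacking PGK as controls. Buffer: 100 mM TEA (pH 7.6), 5 mM MgCl2, 0.01% Tween-20. Coupling enzyme GAPDH (100 nM final) supplies unstable 1,3-BPG in-well.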
USP1 inh: blocks the human USP1/UAF1 deubiquitinase complex. Potency, µM (doses to about 57.1 µM), without a hit: at the top dose activity change, negative = inhibition, most hits filed as inhibitors. O94782. actives 0.23% (n = 390,000). AID 743255. recombinant USP1/UAF1, Ub-Rhodamine cleavage fluorescence; also: potency is read from the fitted curve at half-maximal effect; % is scaled to controls: 0 for no effect and ±100 for the full control effect; nearly all actives have a fitted effect of over 60% in size; inactives centre near -12
Target sequence (O94782 whole entry, looked up): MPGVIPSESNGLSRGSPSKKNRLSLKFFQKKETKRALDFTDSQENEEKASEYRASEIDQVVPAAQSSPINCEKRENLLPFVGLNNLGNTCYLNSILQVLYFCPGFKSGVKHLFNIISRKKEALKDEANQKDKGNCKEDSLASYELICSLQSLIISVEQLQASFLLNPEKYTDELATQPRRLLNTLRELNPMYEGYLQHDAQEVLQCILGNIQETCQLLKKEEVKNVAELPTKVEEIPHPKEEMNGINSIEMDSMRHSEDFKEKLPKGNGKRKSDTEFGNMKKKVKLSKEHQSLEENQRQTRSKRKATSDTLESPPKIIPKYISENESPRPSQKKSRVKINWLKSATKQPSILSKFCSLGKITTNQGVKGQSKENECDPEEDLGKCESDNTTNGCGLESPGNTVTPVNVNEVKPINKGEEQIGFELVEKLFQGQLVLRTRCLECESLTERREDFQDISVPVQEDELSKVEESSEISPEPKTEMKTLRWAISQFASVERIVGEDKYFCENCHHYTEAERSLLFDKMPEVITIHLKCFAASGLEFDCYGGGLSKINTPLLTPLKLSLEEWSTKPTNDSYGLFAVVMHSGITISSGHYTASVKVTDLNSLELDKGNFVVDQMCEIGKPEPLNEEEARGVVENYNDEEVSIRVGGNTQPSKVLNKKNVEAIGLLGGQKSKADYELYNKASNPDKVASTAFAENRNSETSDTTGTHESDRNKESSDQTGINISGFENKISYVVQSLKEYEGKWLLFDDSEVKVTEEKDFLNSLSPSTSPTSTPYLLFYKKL
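In this screen, compounds sit with the deubiquitinase complex (1nM) for 15 min at room temperature before Ub-Rho is added at 150nM final. Fluorescence rise is then followed for 6 reads every 60 seconds.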
IDH1 R132H inh: blocks human mutant IDH1 R132H enzyme; O75874; IDH1-R132H enzyme, NADPH consumption, diaphorase/resazurin fluorescence; Potency, µM (top dose mostly 76.6 µM), without a hit: top-dose activity change, negative = inhibition, actives largely listed as inhibitors; actives 0.093% (n = 390,000); AID 602179; also: potency is read from the fitted curve at half-maximal effect; % is scaled to controls: 0 for no effect and ±100 for the full control effect; nearly all actives have a fitted effect of over 65% in size
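IDH1-R132H (0.5 ug/mL dispensed) in pH 7.5 Tris buffer was preincubated 30 min with compound, then given a substrate mix of 0.016 mM NADPH and 2 mM alpha-KG for 80 min at room temperature; remaining NADPH was read by diaphorase/resazurin fluorescence.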
Pin1 inh: blocks the human prolyl isomerase Pin1; Pin1 FP peptide displacement, HiFluor488, 10 min; Potency, µM (series often up to 115 µM), for inactives: top-dose activity, negative = inhibition, hits mostly inhibitors; Q13526; actives 0.009% (n = 390,000); active = well fitted inhibition curve with a large enough effect in the polarisation, with a control signal flat, not every such curve was filed as active; inconclusive = small, poorly fitted or top-dose-only effect, or effect the other way, or a change in a side signal; inactive = no such curve, though single readings can be large or run the other way; the % refers to the polarisation; also: potency is read from the fitted curve at half-maximal effect; % is scaled to controls: 0 for no effect and ±100 for the full control effect
Target sequence (Q13526 whole entry, looked up): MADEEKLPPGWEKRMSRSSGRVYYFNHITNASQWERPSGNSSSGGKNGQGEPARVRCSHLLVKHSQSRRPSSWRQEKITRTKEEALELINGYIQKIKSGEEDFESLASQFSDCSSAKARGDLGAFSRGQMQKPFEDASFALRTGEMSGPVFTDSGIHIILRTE
HP1b chromo inh: HP1-beta chromodomain-methylated histone interaction inhibition. P83916. AlphaScreen HP1-beta / biotin-H3K9me3 peptide binding. Potency, µM (titrated, usually from 114 µM), for inactives: at the top dose activity change, negative = inhibition, actives largely listed as inhibitors. actives 0.56% (n = 390,000). AID 540317; also: potency is read from the fitted curve at half-maximal effect; nearly all actives have a fitted effect of over 70% in size; inactives centre near 23
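HP1-beta protein (50 nM final) preincubated 30 min at room temperature with biotinylated H3(1-18)K9me3 peptide (50 nM) in PBS pH 7.4, 0.01% Tween-20, then compound added for 30 min. AlphaScreen streptavidin donor/nickel chelate acceptor beads (10 ug/mL final), 30 min dark, luminescence read.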
TrxR1 substrate: rat thioredoxin reductase 1 substrate activity; O89049; purified TrxR1 substrate turnover, NADPH consumption readout; Potency, µM (top dose mostly 114 µM), inactives show at the top dose activity change, negative = substrate turnover; actives 0.01% (n = 390,000); AID 588456; also: potency is read from the fitted curve at half-maximal effect; % is scaled to controls: 0 for no effect and ±100 for the full control effect; nearly all actives have a fitted effect of over 50% in size
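Rat TrxR1, dispensed at 90 nM, was prereduced with 400 uM NADPH (final) for 5 min at ~22 deg C, then incubated with compound 15 min before 400 uM selenite. A first-read NADPH fluorescence drop versus no-compound background flagged substrates.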
GLS inh: glutaminase GLS (human) inhibition. GLS enzymatic activity, qHTS titration. AID 624170. actives 0.21% (n = 410,000). Potency, µM (doses to about 45.5 µM), without a hit: top-dose activity change, negative = inhibition, most hits filed as inhibitors; also: potency is read from the fitted curve at half-maximal effect; % is scaled to controls: 0 for no effect and ±100 for the full control effect
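hKGA in 45 mM KH2PO4 pH 8.2, 0.02% Tween-20 with pin-transferred compounds; 1 mM L-glutamine (stock) plus glutamate oxidase/HRP/Amplex Red coupling added. Fluorescence read initially and after 30 min at RT.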
rTrxR1 inhibitor: rat TrxR1 inhibition; O89049; recombinant rTrxR1, NADPH fluorescence consumption, selenite substrate; actives 1% (n = 390,000); Potency, µM (doses to about 114 µM), inactives show at the highest dose activity change, negative = inhibition, usual class: inhibitors; AID 588453; also: potency is read from the fitted curve at half-maximal effect; % is scaled to controls: 0 for no effect and ±100 for the full control effect; nearly all actives have a fitted effect of over 65% in size
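Rat TrxR1 (90 nM in the dispensed reagent) was pre-reduced with 400 uM NADPH for 5 min at room temperature, then incubated with compound for 15 min. After 400 uM selenite was added, NADPH fluorescence (Ex 340/Em 450 nm) was followed for 8 min.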
Numbers without * were called inactive; i = inactive; ? = inconclusive; · = no result given; & = joins results of further samples; [ ] = remark or other dose. Unless noted, calls follow the shape of the dose curve; as a rule, active = well fitted curve in the direction sought with a large enough effect; inconclusive = small, poorly fitted or top-dose-only effect, or another doubt; inactive = no such curve, though single readings can be large; an effect the other way counts as inactive or inconclusive.

SMILES	PI4K2A inh	PGK inhibitor	USP1 inh	IDH1 R132H inh	Pin1 inh	HP1b chromo inh	TrxR1 substrate	GLS inh	rTrxR1 inhibitor
O=C(NC1CCCC1)c1cnn2c(C(F)(F)F)cc(-c3ccco3)nc12	9	-5%	-19%	5%	9%	12%	17%	9%	?
O=C(Nc1ccc(F)cc1)Nc1cc(OCC(F)(F)F)cc(OCC(F)(F)F)c1	-2	-15%	-17%	3%	?	30%	7%	-4%	17%
NC(=O)c1c(NC(=O)c2ccccc2Cl)sc2c1CCC2	-2	4%	-12%	0%	-1%	15%	-1%	8%	-2%
CC(=O)Oc1ccc(N(C(C)=O)S(=O)(=O)c2cccs2)cc1	9	-9%	-9%	7%	-2%	27%	-1%	-2%	-6%
Cc1nc2sc(C(c3cccc(F)c3)N3CCC(C)CC3)c(O)n2n1 (centres undefined)	29	-6%	1%	7%	-19%	23%	2%	1%	3%
CCOc1ccc(NC(=O)CN(C)C(=O)CCNC(=O)c2ccc(Br)cc2)cc1OCC	-1	i	-19%	7%	3%	21%	-8%	1%	-10%
Cc1ccc(OCCC(=O)NNC(=O)c2ccc(Br)cc2)cc1	1	i	-13%	-2%	-3%	13%	8%[11.4 µM]	-8%	29%[11.4 µM]
C[C@H]1CN(c2ccc(Br)cc2)C(=O)[C@@H]1CC(=O)Nc1ccc(Br)cc1	5	-3%	-17%	4%	·	·	·	1%	·
C[C@H]1CNC(=O)c2c(C(=O)N[C@@H](Cc3c[nH]c4ccccc34)C(=O)OC(C)(C)C)ncn21	-1	-6%	-23%	-2%	·	·	·	5%	·
CC1CCc2ccccc2N1C(N)=Nc1ccccc1 (centres undefined)	-4	i	-18%	0%	-7%	36%	4%	-6%	20%
Cc1csc(N(C(=O)c2cccc(S(=O)(=O)N3CCCC3)c2)c2ccccc2)n1	6	-6%	-9%	1%	-1%	30%	4%	4%	23%
CCCc1cc(=O)[nH]c(/N=C(/NC(=O)c2ccccc2)Nc2ccc3c(c2)OCCO3)n1	0	i	-5%	6%	0%	78%[activator]	11%	-5%	19%
CCOC(=O)N1CCN(Cc2nc(CC3CC3)no2)CC1	5	-7%	-12%	1%	3%	11%	2%[57.1 µM]	1%	14%[57.1 µM]
COc1ccc(NC(=O)CSc2nncc3ccccc23)cc1	0	-9%	-13%	11%	?	54%[activator]	4%	-6%	6%
O=C(O)CSc1c(-c2cccs2)[nH]c2ccccc12	-1	·	-19%	1%	-2%	8%	4%	-3%	8%
Cc1cccc(OCc2nnc(SCC(=O)O)n2-c2ccccc2)c1	1	8%	-6%	9%	0%	27%	1%	1%	14%
Cc1cccc(C)c1NC(=O)CN(C)C(=O)C1CCCCC1	-3	-2%	-20%	-2%	-3%	36%	4%	3%	20%
CCOC(=O)c1ccc(NS(=O)(=O)c2ccc(-c3cc(C)no3)cc2)cc1	-2	10%	-15%	-9%	?	40%	-5%	1%	9%
Cc1cn([C@H]2C[C@H](O)[C@@H](CNCc3cccc(OC4CCCC4)c3)O2)c(=O)[nH]c1=O	-7	2%	-12%	-5%	·	·	·	12%	·
CNS(=O)(=O)c1ccc(CCC(=O)N2CCN(c3ccccc3OC)CC2)cc1	-11	-3%	-10%	0%	1%	24%	0%	4%	-1%
CCOC(=O)c1c(NC(=S)NCc2ccccc2)sc2c1CCN(C(=O)OCC)C2	2	-4%	-13%	-4%	1%	27%	-6%	-1%	2%
N#CCC(=O)N/N=C/c1ccc(Cl)cc1	9	-12%	-8%	8%	3%	26%	10%	2%	-4%
Cc1nn2c(c1-c1ccccc1)N=C(c1ccco1)CC2c1ccccc1 (centres undefined)	-2	-7%	?	-3%	16%	-32%	-2%	0%	?
O=C(Cn1c(=O)c2ccccc2n(CC(=O)N2CCCCC2)c1=O)N1CCCCC1	1	2%	-24%	-6%	-6%	29%	1%	0%	8%
CC(C)CNS(=O)(=O)c1ccc(CCC(=O)N2CCN(c3ccc(F)cc3)CC2)cc1	8	-2%	-16%	15%	2%	36%	-6%	-2%	15%
Cc1cc2ncn(S(=O)(=O)N(C)C)c2cc1C	-2	i	-5%	25%	6%	4%	-5%	20%	13%
Cc1ccc(N(C)S(=O)(=O)c2nnc(NC(=O)CC(C)C)s2)cc1	1	-9%	?	-11%	-2%	96%[activator]	-3%	0%	5%
CCCN1C(=O)/C(=C/c2c(NCCCOC(C)C)nc3c(C)cccn3c2=O)SC1=S	-4	-10%	?	3%	?	20%	-5%	-4%	-1%
Cc1ccc(NC2=C(Cl)C(=O)OC2OC(=O)c2ccco2)c(C)c1 (centres undefined)	10	-4%	-19%	-4%	-6%	13%	0%	34%	-5%
COc1ccc(-n2c(=O)c3c4c(sc3n(CC(N)=O)c2=O)CCCCC4)cc1	-1	-14%	-17%	6%	14%	35%	7%[57.1 µM]	-13%	14%[57.1 µM]
COCC(=O)N/N=C(\C)CC(=O)NCc1ccco1	0	-7%	-17%	-2%	2%	19%	-8%	-7%	-17%
CC(=O)CCC(=O)N1CCCC(CNC(=O)c2ccc(-c3ccccc3)cc2)C1 (centres undefined)	1	3%	-11%	4%	1%	33%	4%	-6%	10%
CCc1ccc2nc(NC(=O)C3CCN(c4ncnc5sc(C)c(C)c45)CC3)sc2c1	2	-1%	-16%	-5%	50%[activator]	50%[activator]	3%	-12%	37%[activator]
CN(C[C@H](Cc1ccccc1)N(C[C@H](Cc1ccccc1)N(CCC(C)(C)C)N=O)N=O)N=O	-5	2%	9%	10%	5%	37%	-15%	3%	0%
O=S(=O)(c1cccc(Cl)c1)N1CCSc2ccccc21	7	i	-13%	13%	-5%	170%[activator]	-3%	-2%	-11%
CN(C)CCCN1C(=O)c2cccc3c(Br)ccc(c23)C1=O	2	-2%	-28%	-1%	?	21%	0%	-2%	?

Two records picked at random from those above:
SMILES	PI4K2A inh	PGK inhibitor	USP1 inh	IDH1 R132H inh	Pin1 inh	HP1b chromo inh	TrxR1 substrate	GLS inh	rTrxR1 inhibitor
CN(C[C@H](Cc1ccccc1)N(C[C@H](Cc1ccccc1)N(CCC(C)(C)C)N=O)N=O)N=O	-5	2%	9%	10%	5%	37%	-15%	3%	0%
CCCN1C(=O)/C(=C/c2c(NCCCOC(C)C)nc3c(C)cccn3c2=O)SC1=S	-4	-10%	?	3%	?	20%	-5%	-4%	-1%

The list goes on:
SMILES	PI4K2A inh	PGK inhibitor	USP1 inh	IDH1 R132H inh	Pin1 inh	HP1b chromo inh	TrxR1 substrate	GLS inh	rTrxR1 inhibitor
CCN(CC)S(=O)(=O)c1ccc(C(=O)NCC(=O)NCc2ccc3c(c2)OCO3)cc1	-5	i	-23%	14%	·	·	·	2%	·
O=C(CSc1ccccc1)NCCc1ccccc1	-2	i	-13%	0%	-6%	32%	3%	-1%	27%
CCc1ccc(S(=O)(=O)NC(=S)NC2CCCCC2)cc1	4	-2%	-11%	-3%	-1%	3%	5%[57.1 µM]	6%	6.3µM*
CCC1CN(C(=O)NCc2cccc(OC)c2)c2ccccc2O1 (centres undefined)	-2&3	-4%	-10%&-29%	0%&9%	4%&5%	42%&20%[activator]	-6%&2%	0%&8%	16%&27%
COc1cc(/C=C(\C#N)c2nc3ccc(C)cc3[nH]2)c([N+](=O)[O-])cc1OC	0	2%	-15%	7%	11%	2%	-4%	11%	-8%
CCCCNC(=O)CCc1c(C)nc2c(c(C)nn2-c2ccccc2)c1C	1&3	-1%	3%&-21%	6%&8%	1%&-2%	30%&26%	54%&42%[activator]	0%&4%	10%&-8%
CCN(CC)CCn1c(NC(=O)c2ccccc2O)nc2ccccc21	-1	3%	-18%	3%	1%	26%	7%	10%	0%
CCN(CC)C(=O)COc1coc(CN2CCN(c3ccccc3)CC2)cc1=O	-19	6%	-7%	-6%	2%	25%	3%	17%	21%
Cc1cccc(C(=O)NC2CCN(S(=O)(=O)c3ccccc3F)CC2)c1	0	-6%	-23%	3%	-3%	37%	5%	0%	13%
N#Cc1cccc(S(=O)(=O)NCC(=O)NCCCc2ccccc2)c1	-3	-4%	-10%	8%	-10%	6%	-6%	-3%	6%
O=C(COC(=O)CCC(=O)c1cccs1)Nc1cc(S(=O)(=O)N2CCOCC2)ccc1Cl	-3	-3%	-10%	-1%	-6%	15%	7%	-1%	7%
COc1ccc(NC(=O)CNC(=O)Cn2cnc3sc4c(c3c2=O)CCCC4)cc1OC	-2	-5%	?	-4%	0%	23%	1%	0%	3%
CCC(C(=O)NC1CCCCC1)n1c(SCc2ccccc2F)nc2ccncc21 (centres undefined)	3&-9	-6%	-22%&-23%	-9%&-10%	0%&2%	41%&32%	-2%	-13%&-4%	18%[0.457 µM]
O=c1[nH]c2c(Br)cnc([N+](=O)[O-])c2[nH]1	-3	3%	-18%	8%	-2%	17%	-4%	-5%	10%
O=C(CN1C(=O)COc2ccccc21)NCCC1=CCCCC1	0	-5%	-4%	-3%	-1%	23%	6%	5%	20%
Cc1ccc(C)n1-c1ccc(C(=O)N2CCOCC2)cc1	-1	-4%	?	3%	?	14%	8%[57.1 µM]	-11%	?
O=C(CC(=O)N/N=C/c1ccc(C(=O)O)cc1)NCCc1ccccc1	-2	-2%	-18%	-4%	-6%	48%[activator]	4%	-3%	47%[activator]
Cc1[nH]c2ccccc2c1C(C#N)(C#N)C1C(=O)c2ccccc2C1=O	-22	-13%	?	37%[activator]	-6%	11µM*	-1%	0%	-16%

Only part of the results is shown; rates above refer to the full screens.
